Screening data from PubChem BioAssay.
TSHR antagonist = Antagonists of the Thyroid Stimulating Hormone Receptor: HTS campaign | 330,000 tested, 0.2% active | TSHR-expressing cells, TSH-stimulated cAMP HTRF, 2 h; stronger effect = lower value | Thyrotropin receptor (Homo sapiens), P16473 | activity change, negative = inhibition, % at 11.5 µM;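 active means activity change below a set negative limit, meaning inhibition stronger than a set level, cut at about -70% in these data; inconclusive means activity change between two set negative limits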; further: on the % scale 0 is the no-effect control and ±100 the full control effect
Target sequence (P16473 whole entry, looked up): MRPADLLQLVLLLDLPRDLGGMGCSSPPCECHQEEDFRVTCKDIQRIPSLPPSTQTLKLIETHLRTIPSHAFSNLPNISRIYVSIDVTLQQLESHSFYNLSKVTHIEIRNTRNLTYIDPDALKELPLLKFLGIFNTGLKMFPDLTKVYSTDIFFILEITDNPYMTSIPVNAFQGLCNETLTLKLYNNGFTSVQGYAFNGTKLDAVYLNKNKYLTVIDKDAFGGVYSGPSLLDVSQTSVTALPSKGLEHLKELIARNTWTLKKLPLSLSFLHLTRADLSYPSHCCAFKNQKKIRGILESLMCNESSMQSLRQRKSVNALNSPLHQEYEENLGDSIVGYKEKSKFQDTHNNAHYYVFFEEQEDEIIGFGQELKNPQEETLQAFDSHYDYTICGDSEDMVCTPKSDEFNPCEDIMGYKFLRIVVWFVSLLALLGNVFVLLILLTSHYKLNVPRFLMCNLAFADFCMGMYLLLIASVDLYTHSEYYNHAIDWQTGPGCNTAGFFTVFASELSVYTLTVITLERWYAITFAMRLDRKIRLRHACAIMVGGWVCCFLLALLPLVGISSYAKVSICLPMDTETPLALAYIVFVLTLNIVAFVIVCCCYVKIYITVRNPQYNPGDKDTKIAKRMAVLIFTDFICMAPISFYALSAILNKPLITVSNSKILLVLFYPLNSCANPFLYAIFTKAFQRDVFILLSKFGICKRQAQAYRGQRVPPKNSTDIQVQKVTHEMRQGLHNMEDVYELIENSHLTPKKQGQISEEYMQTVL
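Freshly harvested TSHR cells receive pin-tooled compound, then EC80 TSH at 4nM final. After 2 hours at 37 deg C, antibody in lysis buffer and cAMP-d2 are added; 30 minutes at ambient temperature precede the HTRF read.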
PTAP TSG101 blk = qHTS Assay for Iinhibitors of HIV-1 Budding by Blocking the Interaction of PTAP/TSG101; Tumor susceptibility gene 101 protein (Homo sapiens), Q99816; Fluorescence polarization, FITC-PTAP peptide / Tsg101 binding; Potency, µM (highest dose often 115 µM), without a hit: at the top dose activity change, negative = inhibition, actives largely listed as inhibitors; 340,000 tested, under 10 active; AID 493005, 2010; active means well fitted inhibition curve with a large enough effect in the main read-out, with a control signal flat, not every such curve was filed as active; inconclusive means small, poorly fitted or top-dose-only effect, or effect the other way, or a change in a side signal; inactive means no such curve, though single readings can be large or run the other way; further: potency means the concentration at half of the fitted maximal effect; % of control where 0% means no effect
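Steps: Tsg101 binding domain dispensed (10 uM final), compounds pinned in DMSO, FITC-labeled PTAP-motif peptide added (50 nM final); after 20 min binding at room temperature, polarization measured.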
S-ASM inh = Inhibitors of Secretory Acid Sphingomyelinase (S-ASM): qHTS. Sphingomyelin phosphodiesterase (Homo sapiens), P17405. placental ASM, HMU-PC fluorogenic substrate, 60 min. Potency, µM (top dose mostly 57.5 µM), without a hit: top-dose activity change, negative = inhibition, hits mostly inhibitors. 340,000 tested, 0.006% active. AID 504937, 2011; further: potency means the concentration at half of the fitted maximal effect
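Steps: dispense placental human ASM, pin compound, wait 10 min at room temperature, add HMU-PC0 substrate at 9 uM final, incubate 60 min at 37 °C, add stop solution raising pH to 10, read fluorescence.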
CXXC DNA block = qHTS Fluorescence Polarization Assay for Inhibitors of MLL CXXC domain - DNA interaction. Histone-lysine N-methyltransferase 2A (Homo sapiens), Q03164. MLL-CXXC / FITC-HOXA9 DNA fluorescence polarization. Potency, µM (titrated, usually from 115 µM), inactives show at the highest dose activity change, negative = inhibition, most hits filed as inhibitors. 290,000 tested, 0.037% active; active means well fitted inhibition curve with a large enough effect in the polarisation, with a control signal flat, not every such curve was filed as active; inconclusive means small, poorly fitted or top-dose-only effect, or effect the other way, or a change in a side signal; inactive means no such curve, though single readings can be large or run the other way; the % refers to the polarisation; further: potency means the concentration at half of the fitted maximal effect
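Fluorescence polarization: 7 uM MLL-CXXC (stock) preincubated 5 min with compounds, then 50 nM fluorescein-HOX-A9 DNA (stock) added; 30 min ambient. Buffer 50 mM Tris-HCl pH 7.5, 50 mM NaCl, 1 mM DTT, 0.05% BSA.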
Menin MLL FP TR = qHTS Assay for Inhibitors Targeting the Menin-MLL Interaction in MLL Related Leukemias: Competition With Texas Red Labeled MLL-derived Mutant Peptide | O00255 | Menin + Texas Red MLL mutant peptide, fluorescence polarization | Potency, µM (series often up to 61.6 µM), for inactives: top-dose FP activity change, negative = inhibition, most hits filed as inhibitors | 270,000 tested, 0.23% active | AID 1768, 2009; active means well fitted inhibition curve with a large enough effect in the polarisation, with a control signal flat, not every such curve was filed as active; inconclusive means small, poorly fitted or top-dose-only effect, or effect the other way, or a change in a side signal; inactive means no such curve, though single readings can be large or run the other way; the % refers to the polarisation; further: potency means the concentration at half of the fitted maximal effect; % of control where 0% means no effect; many of its hits are not listed in these tables
MBNL1 CUG block = qHTS Assay for Inhibitors of MBNL1-poly(CUG) RNA binding. Muscleblind-like protein 1 (Homo sapiens), Q9NR56. TR-FRET MBNL1-His/biotin-(CUG)12 binding, 665/545 ratio. Potency, µM (top dose mostly 57.5 µM), without a hit: at the highest dose activity change, negative = inhibition, most hits filed as inhibitors. 280,000 tested, 0.036% active; active means well fitted inhibition curve with a large enough effect in the signal ratio, with a control signal flat, not every such curve was filed as active; inconclusive means small, poorly fitted or top-dose-only effect, or effect the other way, or a change in a side signal; inactive means no such curve, though single readings can be large or run the other way; the % refers to the signal ratio; further: potency means the concentration at half of the fitted maximal effect; on the % scale 0 is the no-effect control and ±100 the full control effect
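Ratiometric TR-FRET (665 over 545 nm, excitation 340 nm) tracks disruption of MBNL1-His/biotin-(CUG)12 complex after 60 min at room temperature, with compounds at 92 nM to 58 uM final.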
TCR act = Activators of T cell receptors: qHTS campaign. primary human leukocytes, anti-CD3, IL-2 HTRF, 48 h. Potency, µM (top dose mostly 9.22 µM), for the others: top-dose activation of IL-2 secretion, most hits filed as activators. 330,000 tested, under 10 active; further: % of control where 0% means no effect
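Compounds are tested in HTS on primary human leukocytes co-incubated with a-CD3 beads for 48 hr. IL-2 output is measured by time-resolved FRET.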
Mito fusion yeast = qHTS Assay for Small Molecule Inhibitors of Mitochondrial Division or Activators of Mitochondrial Fusion | S. cerevisiae fusion-defective mutant growth rescue, CellTiterGlo 48 h | 320,000 tested, 0.23% active | AID 485298, 2010 | Potency, µM (top dose mostly 46.1 µM), without a hit: at the top dose growth rescue (activation), usual class: activators;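 further: potency means the concentration at half of the fitted maximal effect; % of control where 0% means no effect; nearly all actives have a fitted effect of over 45% in size; temperature-sensitive fusion mutants such as fzo1-1 at 37 °C on non-fermentable ethanol glycerol medium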
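Temperature-sensitive fusion-defective S. cerevisiae (e.g. fzo1-1, mgm1-5) were grown with compound in YPEG medium (3% ethanol, 3% glycerol) for 48 hours at 37C. Growth rescue was measured as viability by CellTiterGlo luminescence after 10 minutes at ambient.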
a7 integrin act = qHTS for Activators of Integrin-Mediated Alleviation for Muscular Dystrophy. 350,000 tested, 0.064% active. Potency, µM (titrated, usually from 38.3 µM), for the others: at the highest dose activation, usual class: activators. AID 624291, 2012. alpha7betagal myoblasts, beta-gal FDG fluorescence, 48 h;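 further: potency means the concentration at half of the fitted maximal effect; 100% = response of the positive control SU9516; nearly all actives have a fitted effect of over 60% in size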
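alpha7betagal+/- myoblasts (passage 13, 250/well) treated 48 h at 37C with compounds at 1:260 dilution of DMSO stock. Lysed, then beta-galactosidase activity read as FDG fluorescence (ex 480/em 540) after 30 min, with pre-read for autofluorescence.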
A-T KAP1 phos = qHTS Assay for Identifying a Potential Treatment of Ataxia-Telangiectasia; Potency, µM (top dose mostly 57.5 µM), without a hit: at the top dose activation, most hits filed as activators; 320,000 tested, 0.19% active; […] A-T fibroblasts, KAP-1 phosphorylation AlphaLISA; neocarzinostatin DNA damage 30 min before lysis; further: potency means the concentration at half of the fitted maximal effect; % of control where 0% means no effect; nearly all actives have a fitted effect of over 45% in size
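hTERT-immortalized A-T patient fibroblasts ([…]), 500 cells/well in OPTI-MEM, 1% FBS, got compounds for 60 min, then NCS for 30 min at 37C. Lysates were then assayed for phospho-KAP-1 by AlphaLISA (anti-pKAP1 donor, anti-KAP1 acceptor beads), 6 hr at 25C.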
* marks the source's active call; other numbers are inactive results; ? = inconclusive; . = no result given; [ ] = another dose, or the depositor's remark. Unless noted, the call rests on the fitted dose curve; in most records, active means well fitted curve in the direction sought with a large enough effect; inconclusive means small, poorly fitted or top-dose-only effect, or another doubt; inactive means no such curve, though single readings can be large; an effect the other way counts as inactive or inconclusive.

canonical_smiles	TSHR antagonist	PTAP TSG101 blk	S-ASM inh	CXXC DNA block	Menin MLL FP TR	MBNL1 CUG block	TCR act	Mito fusion yeast	a7 integrin act	A-T KAP1 phos
O=S(=O)(NCc1ccccn1)c1ccc2c(c1)OCCO2	-3	-10%	0%	-1%	-26%	-2%	6%	5%	23%	3%
Cc1c(NC(=O)c2ccccc2NC(=O)COc2ccccc2)cccc1C(=O)O	-5	-7%	3%	13%	.	6%	1%	-1%	0%	7%
Cc1ccc2c(c1)c(C)c(C)n2CC(O)Cn1nnc2ccccc21 (stereo not drawn)	-6	-6%	-18%	-9%	0%	-8%	-5%	-10%	1%	-3%
COC(=O)c1ccc(NC(=O)CSC2=NC(=O)C(c3ccccc3)C(=O)N2)cc1 (stereo not drawn)	0	-1%	-1%	?	9%	-1%	1%[46.1 µM]	-1%	21%	2%
Cc1nc(Cl)c(S(N)(=O)=O)c(C)c1Cl	-1	-2%	0%	-7%	1%	5%	5%	-3%	-22%	1%
Fc1ccccc1COc1cccc2cccnc12	.	-2%	4%	.	.	.	8%	.	-37%	.
COc1ccc(N2CCN(C(=O)c3cc4c(s3)-c3ccccc3OC4)CC2)cc1	-4	-2%	-4%	.	-12%	1%	-4%	1%	10%	-7%
CCCCn1c(N)c(N(CC(C)C)C(=O)c2cc(-c3ccco3)nc3ccccc23)c(=O)[nH]c1=O	-1	2%	31%[activator]	.	.	.	-5%	-9%	-5%	0%
Cc1cc(NC(=O)CSc2nc3ccccc3n2CC(=O)N2CCC(C)CC2)no1	10	0%	1%	1%	-19%	-14%	-4%[46.1 µM]	0%	-12%	4%
CCC(CC)COC(=O)C1=C(C)NC(=O)NC1c1ccc(OC)cc1 (stereo not drawn)	-3	-1%	0%	1%	-20%	-6%	-25%	1%	0%	-10%
CS(=O)(=O)c1ccc2nc(NC(=O)c3cccc(Cl)c3)sc2c1	-3	-2%	2%	?	?	30%[activator]	-1%	19%	9%	-10%
CCN1CCN(C(=S)c2ccc(-c3ccccc3)cc2)CC1	-3	-3%	-7%	14%	1%	2%	2%	-1%	11%	1%
COc1ccc(C(=O)Cn2c(Br)nc3c2c(=O)n(C)c(=O)n3C)cc1	0	-7%	3%	-21%	-1%	-9%	8%	5%	14%	8%
O=[N+]([O-])c1ccc(-c2nc(-c3ccncc3)no2)cc1	-2	-2%	5%	0%	.	?	3%	-2%	4%	30%
CCc1nnc(NC(=O)CN2CCN(c3ccccc3F)CC2)s1	7	-4%	5%	-2%	-1%	-8%	-3%	3%	?	5%
CCn1c(C(C)NC(C)=O)nc2ccccc21 (stereo not drawn)	10	-5%	-2%	-17%	0%	0%	-3%	0%	-2%	-10%
COc1ccccc1NC(=O)C1=C(C)Nc2nc(-c3ccc(N(C)C)cc3)nn2C1c1ccncc1 (stereo not drawn)	-8	-5%	-15%	-9%	-13%	30%	4%	4%	-46%[inhibitor][7.66 µM]	-4%
OCC1(Cc2ccc(Cl)cc2)CCN(CCCc2ccccc2)CC1	9	0%	2%	5%	?	3%	3%	-3%	-54%[inhibitor]	-1%
O=c1c2ccccc2nc(-c2ccco2)n1/N=C/c1ccccc1O	-12	4%	-5%	-1%	12%	5%	2%[46.1 µM]	0%	0%	-4%
Cc1ccc(C(=O)N[C@@H](C)CN2C3=NC[C@H](C(C)C)N3C[C@H]2Cc2ccc(O)cc2)cc1Br	-3	-1%	3%	4%	?	-22%	-3%	2%	-31%	-11%
COc1ccc2nc(SCC(=O)c3c(N)n(C4CC4)c(=O)[nH]c3=O)[nH]c2c1	3	-1%	1%	.	.	.	0%	0%	-37%	-15%
OCCC1CN(Cc2cccc(-c3ccco3)c2)CCN1Cc1ccsc1 (stereo not drawn)	10	-1%	-1%	-5%	-15%	-1%	0%	5%	?	-1%
Cc1ccc(C(CCNC(C)c2cccs2)c2ccco2)cc1 (stereo not drawn)	-5	0%	1%	8%	.	9%	-1%	-1%	-7%	9%
Cc1ccc(S(=O)(=O)CC(N)=O)cc1	-2	-6%	1%	-2%	.	0%	-60%	-4%	9%	3%
CCc1ccc(Nc2n[n+](-c3ccccc3)c(-c3c(Cl)cccc3Cl)s2)cc1	-15	2%	-25%	?	-28%	6%	-1%	-22%	-43%	-1%
Cn1c(SCc2ccc(C(=O)Nc3nccs3)cc2)nnc1-c1ccccc1	5	-2%	-8%	-6%	25%	-5%	-2%	-1%	-26%	3%
COCCNC(=O)CN1CCC(n2c(C)nc3cc(C(F)(F)F)ccc32)CC1	-8	-12%	-2%	-2%	2%	4%	0%	0%	-27%	-2%
CCCCN(Cc1ccco1)S(=O)(=O)c1c[nH]c(C(=O)OC)c1	-4	-1%	5%	1%	0%	3%	4%	-4%	-9%	5%
O=c1nc(-c2ccccc2Cl)c2cc(F)ccc2[nH]1	11	-2%	.	-10%	-2%	?	0%	1%	27%	-3%
Cc1ccc(S(=O)(=O)Nc2nc3cc(C)c(C)cc3[nH]2)cc1	2	-1%	5%	1%	7%	-8%	-35%	4%	5%	3%
Cc1ccc(N(C(=O)c2ccc(S(=O)(=O)N(C)C)cc2)C2C=CS(=O)(=O)C2)cc1 (stereo not drawn)	3	-3%	-3%	3%	3%	-8%	8%	1%	-21%	-5%
c1ccc(N2CCN(c3nc4cc5c(cc4s3)OCCO5)CC2)cc1	-22	1%	2%	16%	22%	-5%	-3%	-4%	5%	-3%
COCC(=O)Nc1c(C(=O)Nc2ccc3c(c2)OCCO3)oc2ccccc12	-18	-4%	0%	23%	19%	14%	4%	3%	15%	0%
Cc1nn(-c2ccc(F)cc2)c(Cl)c1/C=C1\C(=O)Nc2ccccc21	-1	-2%	-12%	-1%	5%	0%	-3%[46.1 µM]	21%	-47%[inhibitor]	-11%
CC1CCCC(NC(=O)Nc2cccs2)C1C (stereo not drawn)	-4	-4%	-2%	-3%	.	-4%	3%	3%	6%	0%
COc1ccc(N(CC(=O)Nc2cccc(C)c2)S(=O)(=O)c2c(C)noc2C)cc1	-1	-1%	-1%	18%	.	-9%	-11%	4%	-3%	16%
COc1ccc(NC(=O)C2CCN(Cc3cnn(-c4ccccc4)c3-n3cccc3)CC2)cc1OC	.	-3%	0%	-2%	-15%	-3%	-4%	-11%	-25%	.
CC(NC(=O)C1CCN(c2nnc(-n3cccc3)s2)CC1)C12CC3CC(CC(C3)C1)C2 (stereo not drawn)	-16	0%	-1%	7%	-15%	-2%	-2%	1%	-5%	-1%
COCCn1c(C)cc(C(=O)COC(=O)c2ccc([N+](=O)[O-])o2)c1C	10	4%	-3%	-8%	-19%	?	-49%	-10%	0%	-2%
Cn1c(SCC(=O)N2CCCc3ccccc32)nnc1-c1c[nH]c2ccccc12	-8	-5%	2%	2%	-8%	-4%	-3%	-1%	-8%	4%
O=C(CSc1nnc(CN2CCOCC2)n1-c1ccc(Cl)cc1)N1CCc2ccccc21	.	2%	0%	.	.	.	3%	.	11%	.
CCCOc1ccc(C(=O)NCCC(=O)NCCCC(=O)O)cc1	-25	-7%	6%	2%	.	-5%	-5%	1%	8%	12%
Cc1cc(C)c2c(n1)nn1c(N3CCN(c4ccccn4)CC3)cc(C)nc21	2	.	.	16%	-17%	22%	.	-4%	.	-1%
Cc1ccc(Oc2nc3ccccc3n3c(C)nnc23)cc1	32	-3%	1%	-12%	3%	-17%	3%	-4%	7%	4%
CN(C)c1ccc(/C=N/NC(=O)C(=O)N2CCCCCC2)cc1	-1	-3%	4%	9%	-23%	?	11%	9%	14%	-12%
CC(C)CC(=O)Nc1ccc2c3c(cccc13)CC2	-3	0%	0%	6%	0%	.	4%	8%	-7%	9%
CCC(=O)Nc1ccc(-c2ccc(NC(=O)CC)c(OC)c2)cc1OC	-11	-4%	-1%	6%	-15%	-2%	-2%	-2%	12%	2%

This is a subset, so the mix of outcomes need not match the whole.
